PAFAH1B3 inh: inhibitors of human PAFAH1B3; 340,000 compounds, 0.28% hits; recombinant PAFAH1B3, FP-rhodamine probe, fluorescence polarization; Q15102; inhibition, % at 3.39 µM; AID 492972;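 active = inhibition above the screen-wide average of all tested compounds plus 3 SD, cut at about 25% in these data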;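 also: 0% = enzyme with DMSO only and 100% = wells lacking PAFAH1B3 protein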
Target sequence (Q15102 whole entry, looked up): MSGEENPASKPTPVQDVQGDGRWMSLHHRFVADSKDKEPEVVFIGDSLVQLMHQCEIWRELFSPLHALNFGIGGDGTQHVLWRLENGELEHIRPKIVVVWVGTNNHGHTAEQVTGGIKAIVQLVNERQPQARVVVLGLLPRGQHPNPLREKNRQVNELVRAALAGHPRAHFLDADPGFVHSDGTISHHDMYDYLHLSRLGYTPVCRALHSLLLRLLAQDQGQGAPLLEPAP
PME-1 primary: blocks human protein phosphatase methylesterase 1; Q9Y570; recombinant PME-1, FP-Rh probe fluorescence polarization; inhibition, % at 5.9 µM; 320,000 compounds, 0.53% hits; AID 2130;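 active = inhibition above the campaign mean of all compounds plus 3 SD, cut at about 26% in these data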;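 also: competitive labeling of PME-1 active site by serine hydrolase directed probe; 0% = PME-1 with DMSO and 100% = wells lacking PME-1 enzyme; inhibitors block probe labeling so polarization falls and inhibition rises; many of its hits are not listed in these tables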
GSTO1 inh: counter-screen for RBBP9 inhibitors: inhibitors of human GSTO1; inhibition, % at 5.96 µM; 300,000 compounds, 1.1% hits; recombinant GSTO1, activity-based probe fluorescence polarization; AID 1974;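 active = inhibition above the campaign mean inhibition plus 3 SD, cut at about 35% in these data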;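 also: 0% = GSTO1-1 with DMSO and 100% = wells lacking GSTO1-1 enzyme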
LYPLA2 counter: LYPLA2 (human) inhibition in PME1 counter-screen; O95372; recombinant LYPLA2, FP-Rh probe fluorescence polarization; inhibition, % at 5.9 µM; 320,000 compounds, 0.38% hits;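 active = inhibition above the screen-wide mean plus 3 SD, limit set per campaign, cut at about 26% in these data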;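 also: 0% = LYPLA2 with DMSO and 100% = wells lacking LYPLA2 enzyme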
PREPL inhibitor: human PREPL enzyme inhibition. Q4J6C6. recombinant PREPL, fluorescence polarization activity-based probe. inhibition, % at 5.96 µM. 320,000 compounds, 0.68% hits; in the data active = inhibition above about 43%;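 also: 0% = enzyme with DMSO and 100% = wells lacking enzyme; many of its hits are not listed in these tables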
LYPLA1 inh: blocks human lysophospholipase 1, a PME1 counter-screen | recombinant LYPLA1, FP-Rh probe fluorescence polarization | inhibition, % at 5.9 µM | 320,000 compounds, 0.16% hits;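 active = inhibition above the mean of all tested compounds plus 3 SD, set per campaign, cut at about 14% in these data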;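 also: inhibitors block serine hydrolase probe labeling of LYPLA1 so polarization falls; 0% = enzyme with DMSO and 100% = wells lacking LYPLA1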
PAD4 inh: inhibitors of human PAD4 | Q9UM07 | recombinant PAD4, RCA probe fluorescence polarization | inhibition, % at 6.36 µM | 330,000 compounds, 0.41% hits | AID 485272;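 active = percent inhibition above a cutoff equal to the mean of all tested compounds plus 3 SD, cut at about 15% in these data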;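 also: 0% = PAD4 with RCA probe and DMSO and 100% = probe without PAD4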
Target sequence (Q9UM07 whole entry, looked up): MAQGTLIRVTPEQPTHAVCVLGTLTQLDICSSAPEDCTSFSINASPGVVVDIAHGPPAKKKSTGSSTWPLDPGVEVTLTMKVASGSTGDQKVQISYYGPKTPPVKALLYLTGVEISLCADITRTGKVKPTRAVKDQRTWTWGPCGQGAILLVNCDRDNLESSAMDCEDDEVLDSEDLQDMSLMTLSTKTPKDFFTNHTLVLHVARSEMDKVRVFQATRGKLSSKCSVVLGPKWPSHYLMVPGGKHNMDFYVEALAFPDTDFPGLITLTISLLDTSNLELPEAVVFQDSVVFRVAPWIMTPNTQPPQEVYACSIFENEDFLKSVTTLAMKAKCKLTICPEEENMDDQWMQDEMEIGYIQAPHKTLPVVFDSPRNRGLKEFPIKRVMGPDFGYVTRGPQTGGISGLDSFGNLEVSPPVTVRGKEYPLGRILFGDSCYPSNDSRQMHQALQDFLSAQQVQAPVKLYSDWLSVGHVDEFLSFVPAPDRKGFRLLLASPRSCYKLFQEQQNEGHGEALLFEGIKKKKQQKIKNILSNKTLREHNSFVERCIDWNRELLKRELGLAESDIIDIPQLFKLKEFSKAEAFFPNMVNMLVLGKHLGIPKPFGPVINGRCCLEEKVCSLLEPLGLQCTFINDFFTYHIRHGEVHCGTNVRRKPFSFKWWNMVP
PAFAH1B2 FP inh: inhibitors of human PAFAH1B2; P68402; recombinant PAFAH1B2, FP-rhodamine activity probe, fluorescence polarization; inhibition, % at 3.39 µM; 340,000 compounds, 1.2% hits; AID 492953;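 active = inhibition above the mean of all tested compounds plus 3 SD, cut at about 24% in these data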;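 also: 0% = enzyme with DMSO and 100% = wells lacking PAFAH1B2; many of its hits are not listed in these tables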
pPAFAH inh: pPAFAH (human) enzyme inhibition; inhibition, % at 3.39 µM; recombinant pPAFAH, FP-rhodamine probe fluorescence polarization; Q13093; AID 463082; 330,000 compounds, 1.5% hits;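 active = inhibition above the mean inhibition across the screen plus 3 SD, cut at about 25% in these data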;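 also: inhibitors block binding of the rhodamine activity-based probe so polarization drops; 0% = enzyme with DMSO and 100% = wells lacking pPAFAH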
An asterisk follows results filed as active; . = not tested or not shown. This is a subset; rates above refer to the full screens.

SMILES	PAFAH1B3 inh	PME-1 primary	GSTO1 inh	LYPLA2 counter	PREPL inhibitor	LYPLA1 inh	PAD4 inh	PAFAH1B2 FP inh	pPAFAH inh
CC(C)(C)OC(=O)N1CCC(c2c(C(=O)N3CCN(C(=O)c4ccco4)CC3)cnn2-c2ccc(F)cc2)CC1	3	-8	6	-4	0	-3	-6	0	-2
CCOc1ccccc1NC(=O)CN1CCC(C(=O)c2ccc(F)cc2)CC1	0	0	0	-2	11	-2	-6	2	3
CCOC(=O)/C(C#N)=C/c1cc(C)n(-c2ccc(Br)cc2)c1C	.	2	-1	-5	4	-1	0	.	8
Cc1ccc(NC(=O)C(NCc2ccccn2)c2ccccc2)cc1 (configuration not stated)	0	1	1	0	-2	1	-6	3	4
CCOc1ccccc1NC(=O)COC(=O)/C=C/c1cccs1	6	.	.	.	9	.	2	1	-1
COC(C[C@@H](O)C[C@@H](O)[C@@H](C)OCc1ccccc1)OC	4	1	2	-6	-1	0	-6	0	2
COc1ccc(C(=O)NNC(=O)CSc2nnc(COc3ccccc3)n2C)cc1	-1	-1	4	6	2	5	-3	-3	4
CC(C)c1ccc(NC(=O)CCNC(=O)Cn2cnc3ccccc3c2=O)cc1	-4	-4	6	4	10	3	-3	20	2
S=C(Nc1cccnc1)NC1CC2CCC1C2 (configuration not stated)	5	1	3	-1	-1	-2	0	12	-2
COC(=O)CSc1nc(N)nc(C)c1Cl	9	-6	7	1	9	-1	0	0	-3
O=C(NNC(=O)c1ccccc1O)c1ccc(-c2ccc([N+](=O)[O-])cc2)o1	8	7	18	0	30	2	-12	6	32*
CCCC(=O)Nc1c2c(nn1-c1ccc(OC)cc1)CS(=O)(=O)C2	6	1	0	0	0	-5	-4	1	6
CC(=O)c1sc(N)nc1C	2	2	0	0	-3	0	0	2	4
O=C(CCn1nnc2ccccc21)OCC(=O)c1ccc(F)cc1	3	-2	4	-3	-1	-4	4	0	2
CCCn1c(SCC(=O)Nc2ccccc2N2CCOCC2)nc2c1c(=O)n(C)c(=O)n2C	6	-3	5	-3	-3	0	-1	1	-4
COc1cccc2cc(-c3nnc(SCC(=O)Nc4ccc(NC(C)=O)cc4)n3C)oc12	-3	-1	0	-11	-5	-6	-5	-4	-1
COc1cc(C(=O)Nc2cccnc2)cc(OC)c1OC	-2	-5	4	-1	1	-1	2	3	-4
COc1ccc(OC)c(S(=O)(=O)N2CCC3(CC2)CC(=O)c2ccccc2O3)c1	1	-8	-3	5	7	1	0	1	-5
CC(C)N=C(NC#N)SCc1ccccc1	6	-5	-4	1	-4	-1	-2	2	4
COCCNS(=O)(=O)c1ccc2c(c1)oc(=O)c1cc(S(=O)(=O)NCCOC)ccc12	.	3	-3	14	-4	-1	-2	.	0
O=C(CSCc1ccc(F)cc1)Nc1nc2c(s1)CCCC2	8	0	8	-3	-36	-1	-5	10	3
Cc1ccc(-n2nc3c(=O)n(CC(=O)c4ccc(F)cc4)nc(C)c3c2C)cc1	-2	4	4	8	-1	4	1	2	-2
CCCc1ccc(S(=O)(=O)NCc2nnc(SC)n2C)cc1	-1	1	6	4	14	2	8	4	2
Cc1ccc(Nc2nc3c(s2)CCC3)c(C)c1	-9	2	0	-3	3	3	-1	-2	-2

Sorted by value in PAFAH1B3 inh (ascending): 3 of the compounds above.
compound,PAFAH1B3 inh
CC(C)c1ccc(NC(=O)CCNC(=O)Cn2cnc3ccccc3c2=O)cc1,-4
COc1ccc(OC)c(S(=O)(=O)N2CCC3(CC2)CC(=O)c2ccccc2O3)c1,1
O=C(CSCc1ccc(F)cc1)Nc1nc2c(s1)CCCC2,8

(next part)
SMILES	PAFAH1B3 inh	PME-1 primary	GSTO1 inh	LYPLA2 counter	PREPL inhibitor	LYPLA1 inh	PAD4 inh	PAFAH1B2 FP inh	pPAFAH inh
CN(C(=O)CSc1nc(-c2ccc(F)cc2)cs1)C1CCS(=O)(=O)C1 (configuration not stated)	-2	-5	-4	2	22	4	1	2	-3
NC(=O)CC(NC(=O)c1cccc(Br)c1)c1ccc(NC2CCCCCCCCCCC2)c([N+](=O)[O-])c1 (configuration not stated)	3	-4	-5	-5	2	-5	-1	-1	-5
CCOc1ccc(-c2nnn(CCC(=O)O)n2)cc1OC	4	8	-4	3	6	1	2	4	3
COC(=O)c1c(N2C(=O)[C@H]3[C@@H](C2=O)[C@]2(C(=O)Nc4c2ccc(C)c4C)N2CCC[C@@H]32)sc(C)c1C	-1	-6	0	-4	-6	-4	-6	6	9
C=CCNC(=O)c1c(CSc2ccc(Cl)cc2)noc1C(=O)NCc1ccccc1	0	-27	3	-28	-19	-15	1	0	-7
CC(C)(C)OC(=O)C[C@@H]1C/C=C\C[C@@H](CC(=O)N(CCO)Cc2ccccc2)C(=O)NC[C@@H](c2ccccc2)OC1=O	0	.	.	.	6	.	0	17	1
COc1ccc(CCNC(=O)Cc2cc(OC)c(OC)cc2Br)cc1OC	-2	1	-1	6	19	3	-1	0	-1
CCn1c(SCc2ccccc2)nnc1C1CCN(S(=O)(=O)c2ccc(OC)cc2)CC1	6	8	0	-6	21	0	-6	4	1
COc1ccc(C(=O)/C=C/c2ccc(OC)c(CN3CCOCC3)c2)cc1	-2	-1	-1	5	17	-1	4	-1	-1
Cc1ccc(Nc2nnc(SCC(=O)Nc3cccc(S(=O)(=O)NC4=NCCCCC4)c3)s2)c(C)c1	-4	1	2	-3	16	1	5	-2	5
COc1ccccc1CNC(=O)CCN1C(=O)c2ccccc2C1=O	5	2	6	-7	-4	-5	1	2	3
Cc1ccc2[nH]c(=O)c(CN(CCO)Cc3nnnn3CCc3ccccc3)cc2c1	1	-3	0	1	4	2	-1	7	1
Cc1cc(C)c2c(-n3cccc3)nn(C)c2n1	6	-8	-1	0	-2	3	-4	3	6
COc1ccc(C(=O)NN2C(=O)C3CCC(C)(C2=O)C3(C)C)cc1 (configuration not stated)	9	1	1	6	-1	4	0	6	6
O=C(CCSc1ccccc1)Nc1ccc(S(=O)(=O)N2CCOCC2)cc1	2	3	-4	18	1	-1	1	19	5
COc1ccccc1C(CNC(=O)c1ccc(NS(=O)(=O)c2ccc(F)c(C)c2)cc1)N1CCCC1 (configuration not stated)	0	5	8	5	10	3	-2	-2	11
CC(NCc1cc(Br)ccc1OCC(N)=O)C12CC3CC(CC(C3)C1)C2 (configuration not stated)	11	7	11	7	-35	4	-3	1	-1
COc1ccc(-c2c(C#N)c(SCC(N)=O)nc3c2CCCC3)cc1	4	4	-3	-4	0	2	-1	1	3
CCCNC(=O)Nc1cccc(C(=O)OC)c1	1	-3	-2	2	-5	3	-1	3	4
COc1cccc(CC(NC(C)=O)C(=O)NC2CCN(S(=O)(=O)c3ccc(F)cc3)CC2)c1OC (configuration not stated)	-10	2	1	-3	2	2	0	-4	1
O=C1Nc2ccccc2C(O)(C(=O)NC2CC2)N1c1ccc(Cl)c(Cl)c1 (configuration not stated)	0	0	1	6	-1	2	-3	7	1
Cc1csc(SCc2ccccc2C(=O)O)n1	9	-2	0	-5	0	0	4	3	5
CCOC(=O)N1CCC(NC(=O)Cn2c3c(c(-c4ccccc4Cl)cc2=O)CCC3)CC1	4	0	-2	-1	-4	-5	3	1	8
CCOC(=O)c1cnc2ccc(OCC)cc2c1N1CCN(C)CC1	-6	-2	1	-8	8	1	0	1	-1
Cc1ccccc1NC(=S)NCc1ccc2c(c1)cc(C)n2C	-2	1	3	-3	6	-3	-2	2	6
Cc1onc(-c2ccccc2Cl)c1C(=O)NC(C)c1ccccc1 (configuration not stated)	3	1	3	4	8	0	-6	1	0
COc1ccc(Cc2nc3ccc(C(=O)N4C[C@@H](C)O[C@@H](C)C4)cc3o2)cc1OC	4	-1	1	-3	1	1	-6	3	3
NC(=O)C1CCN(CC(=O)c2c[nH]c3ccc(F)cc23)CC1	9	2	1	3	5	1	-4	-1	-5
Cc1ccc(-c2[nH][nH]c(=O)c(=O)c2N=Nc2ccccc2)cc1	10	1	11	0	3	2	5	13	-2
N#Cc1ccc(-c2ccc(Cl)cc2)nc1Oc1ccc(F)cc1	4	-2	-2	-2	-2	1	2	2	3
CN1CCN(C(=O)c2ccc(Cl)c(S(=O)(=O)N3CCCCCC3)c2)CC1	2	4	-4	3	14	-5	3	5	0
COc1ccc(/C=N/N2C(=O)C3C4C=CC(C4)C3C2=O)cc1[N+](=O)[O-] (configuration not stated)	-2	-6	2	4	-8	1	1	3	0
CCN1CCN(c2ccc(S(=O)(=O)N3CCCCC3)cc2NC(=O)COc2ccc(F)cc2Cl)CC1	5	4	-3	5	34	3	-5	6	3
N#Cc1cc(N)c(Nc2ccccc2)cc1C#N	10	6	-40	3	19	-1	-8	2	6
Cc1cccc(CN2CCC(N3CC(C)OC(C)C3)CC2)c1 (configuration not stated)	11	2	6	2	3	-2	-2	0	-2
COC(=O)c1cccc(N2C(=O)C3CC=CCC3C2=O)c1 (configuration not stated)	6	-2	0	-6	20	-2	-2	8	-5
Cc1ccc(S(=O)(=O)/N=C(/c2ccc(F)cc2)N2CCOCC2)cc1	5	7	0	0	2	0	1	1	6
CC1(C)CCCN(C(=O)N2c3ccccc3Sc3ccccc32)C1	6	0	-3	-1	3	1	3	9	9
CCOc1ccc(CCn2c(-c3ccco3)nc3ccccc3c2=O)cc1OCC	-9	11	7	-2	-2	-3	-2	0	7
COc1cccc(CN2CCCC(C(=O)N3CCCCC3)C2)c1OC (configuration not stated)	8	3	-9	10	0	1	2	0	3
CC(C)NC(=O)N(C)C[C@H]1Oc2c(NC(=O)Nc3ccc(C(F)(F)F)cc3)cccc2C(=O)N([C@H](C)CO)C[C@@H]1C	-5	.	.	.	16	.	-1	1	15
CCCCc1cc2c(s1)CCCC/C2=N/O	7	3	4	-2	-1	-3	2	-5	7
CCOCCn1c(SC)nc2c1c(=O)[nH]c(=O)n2C	4	-7	-3	9	10	-4	-9	1	-7
CN1CCc2nc(SCc3ccc(C(C)(C)C)cc3)c(C#N)cc2C1	-3	-2	0	-11	-1	-6	1	-5	3
Cn1cc(CCNC(=O)CC2C(=O)NCCN2CC(c2ccccc2)c2ccccc2)cn1 (configuration not stated)	0	4	-9	8	4	3	-1	2	-2
CCN1CCN(C(=S)Nc2ccc3nc4n(c(=O)c3c2)CCCCC4)CC1	0	-1	3	7	-3	3	-6	10	4
COc1ccc(NC(=O)C2C(=O)N(C)C3(C)CC2c2ccccc2O3)cc1 (configuration not stated)	6	1	6	2	0	5	-1	2	5
CCOC(=O)c1c(S(=O)(=O)NCC(=O)Nc2cc(C)ccn2)c(C)n(C)c1C	8	0	-1	3	4	1	-2	-1	0
COc1ccc(N2CCN(c3ccnc4cc(Cl)ccc34)CC2)cc1	0	9	-6	26*	36	5	-1	8	6
CCOC(=O)CCc1c(C)n(CC)c2cc(-c3ccccc3OC)nn2c1=O	1	3	-1	-1	2	0	3	0	1
Cc1cccc(NC(=O)Cn2nc(-c3cccs3)ccc2=O)c1C	3	-2	7	-4	2	-1	-1	12	4
COc1ccc(CC(=O)Nc2ccc(F)c(F)c2F)cc1S(=O)(=O)N1CCOCC1	7	3	.	-1	12	0	-4	4	-1
COc1ccc(OCC(=O)Nc2ccc(N3CCN(Cc4ccccc4F)CC3)cc2)cc1	7	-3	-2	-2	0	1	0	2	3
CCCCCCC(C)n1[nH]c(=O)c2c(C)cc(=O)[nH]c21 (configuration not stated)	7	0	-4	2	9	4	4	22	0
COc1ccc(OC)c(S(=O)(=O)NCC(c2ccco2)N2CCc3ccccc3C2)c1 (configuration not stated)	7	1	0	5	16	-1	0	1	0

Screens: PubChem BioAssay, The Scripps Research Institute Molecular Screening Center
